A549 viability: kills or reduces viability of A549 cells in Nrf2 counter-screen | Potency, µM (series often up to 46 µM), for inactives: at the top dose activity change, negative = cytotoxicity, actives largely listed as inhibitors | AID 504648 | A549 ARE-Fluc cells, CellTiter-Fluor viability, 18-24 h | actives 0.16% (n = 390,000); note: potency is the fitted concentration of half-maximal effect; % is set by controls: 0 for no effect and ±100 for the full control effect
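Cytotoxicity counterscreen: CellTiter-Fluor fluorescence was measured in A549 ARE_Fluc cells after 18-24 h of compound exposure in a concentration series. The subsequent BugLite luminescent read reports ARE-luciferase activity.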
Nrf2 inh: blocks Nrf2 signaling. actives 2.1% (n = 360,000). A549 ARE-Fluc reporter, luciferase luminescence, 18-24 h. Potency, µM (series often up to 46 µM), for the others: at the top dose activity change, negative = inhibition, hits mostly inhibitors; note: potency is the fitted concentration of half-maximal effect; % is set by controls: 0 for no effect and ±100 for the full control effect; nearly all actives have a fitted effect of over 60% in size
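In this cell-based qHTS, ARE-driven firefly luciferase in A549 cells reports Nrf2 activity; the luminescent signal after BugLite lysis is the measured value, with a prior CellTiter-Fluor read for cell health.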
EPAC2 agonist: EPAC2 (human) agonism; Q8WZA2; EPAC2 activation, biochemical qHTS; response scale: 100% = 6.5 mM cAMP response; Potency, µM (series often up to 154 µM), inactives show top-dose activation, most hits filed as activators; actives 0.079% (n = 360,000); AID 720711; note: potency is the fitted concentration of half-maximal effect; nearly all actives have a fitted effect of over 50% in size
Target sequence (Q8WZA2 whole entry, looked up): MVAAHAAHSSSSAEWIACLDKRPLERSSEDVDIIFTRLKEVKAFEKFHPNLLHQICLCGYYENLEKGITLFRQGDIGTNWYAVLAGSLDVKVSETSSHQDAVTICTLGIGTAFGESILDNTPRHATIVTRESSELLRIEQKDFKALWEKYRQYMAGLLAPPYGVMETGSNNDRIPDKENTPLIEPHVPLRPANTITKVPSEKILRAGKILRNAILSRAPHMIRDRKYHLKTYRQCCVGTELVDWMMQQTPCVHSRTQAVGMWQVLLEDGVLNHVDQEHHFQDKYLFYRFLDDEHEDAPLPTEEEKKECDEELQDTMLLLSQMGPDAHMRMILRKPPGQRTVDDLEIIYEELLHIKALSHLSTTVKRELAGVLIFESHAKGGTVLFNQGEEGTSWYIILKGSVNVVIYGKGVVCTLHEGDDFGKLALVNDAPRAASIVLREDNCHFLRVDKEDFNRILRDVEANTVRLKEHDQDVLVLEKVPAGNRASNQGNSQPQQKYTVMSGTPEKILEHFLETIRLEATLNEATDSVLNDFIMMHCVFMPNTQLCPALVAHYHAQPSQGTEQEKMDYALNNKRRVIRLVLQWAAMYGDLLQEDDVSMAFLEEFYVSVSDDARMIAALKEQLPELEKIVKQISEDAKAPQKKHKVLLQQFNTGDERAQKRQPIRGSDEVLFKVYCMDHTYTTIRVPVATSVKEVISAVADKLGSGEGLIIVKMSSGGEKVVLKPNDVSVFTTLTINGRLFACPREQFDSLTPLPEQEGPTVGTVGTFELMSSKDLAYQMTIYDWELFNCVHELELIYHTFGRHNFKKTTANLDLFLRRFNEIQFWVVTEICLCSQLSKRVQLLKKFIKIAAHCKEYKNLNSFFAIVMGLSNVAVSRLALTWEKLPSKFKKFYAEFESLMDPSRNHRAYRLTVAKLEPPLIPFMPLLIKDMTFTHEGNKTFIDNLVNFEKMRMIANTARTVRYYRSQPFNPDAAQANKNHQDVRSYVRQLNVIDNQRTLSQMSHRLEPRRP
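Setup: EPAC2 100 nM, labeled Rap1B complex 250 nM, free GDP 50 uM. Compound titrations pinned in, brief spin, 5 min room temperature incubation. Kinetic fluorescence read over 30 min, normalized to 6.5 mM cAMP.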
CCT modulator: cytosolic chaperonin activity modulation | purified chaperonin ATPase assay, HTRF ADP detection, 30 min | activity change, % (test concentration not listed), hits read low | actives 0.3% (n = 360,000) | AID 651819; in the data active = activity change below about -30%; note: % is set by controls: 0 for no effect and ±100 for the full control effect
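We incubate TRiC, 40 or 20 nM final, with library compounds at 76 uM and 10 uM ATP for 30 min at 37 °C. ADP formed is detected with Transcreener HTRF reagents after 30 min at room temperature.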
Mm-Cpn inhibitor: blocks the Methanococcus maripaludis chaperonin Mm-Cpn | purified Mm-Cpn ATPase, ADP Transcreener TR-FRET | Potency, µM (series often up to 76.9 µM), for inactives: top-dose activity, negative = inhibition, actives largely listed as inhibitors | actives 0.031% (n = 330,000) | AID 504842; note: potency is the fitted concentration of half-maximal effect; % is set by controls: 0 for no effect and ±100 for the full control effect; nearly all actives have a fitted effect of over 80% in size
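Inhibition of chaperonin ATP hydrolysis is measured as reduced ADP production, detected by competitive TR-FRET in which signal falls with ADP. Final enzyme 25 nM and ATP 10 uM, reacted 30 min at 37°C.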
EPAC2 antag: antagonists of human EPAC2; Q8WZA2; EPAC2 GEF exchange of Rap1B-BODIPY-GDP, fluorescence; Potency, µM (doses to about 114 µM), for the others: top-dose activity, negative = inhibition, most hits filed as inhibitors; actives 0.18% (n = 360,000); AID 720708; note: potency is the fitted concentration of half-maximal effect; % is set by controls: 0 for no effect and ±100 for the full control effect; nearly all actives have a fitted effect of over 45% in size; many of its hits are not listed in these tables
Nrf2 activator: activates Nrf2 signaling; AREc32 ARE-luciferase reporter (MCF7-derived line), luminescence, 24 h; Potency, µM (titrated, usually from 46.1 µM), for the others: at the highest dose activation, actives largely listed as activators; actives 0.31% (n = 410,000); AID 624171; note: potency is the fitted concentration of half-maximal effect; % of control where 0% means no effect; nearly all actives have a fitted effect of over 65% in size
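Each well held 1000 AREc32 cells, which were incubated with compound for 24 hr at 37 deg C after overnight attachment, and ARE reporter activity was quantified by firefly luciferase luminescence.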
pAkt inh: blocks phosphorylation of Akt; Neuro2A IGF-stimulated pAkt S473 HTRF, 20 min; hits give low values; activity change, % for hits at 50 µM; actives 0.32% (n = 360,000); in the data active = activity change below about -80%; inconclusive = mostly about -51% to -80%; note: % is set by controls: 0 for no effect and ±100 for the full control effect
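Single-point screen (50 µM final compound) in Neuro2A cells stimulated 20 min with 6 nM IGF at 37 deg C. After lysis, Ser473-phosphorylated Akt read by HTRF (ex 330 nm, em 615/665 nm) as the 665/615 ratio.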
TGFb inhibitor: inhibitors of TGF-b signaling | HepG2 CAGA-GFP TGF-b/SMAD3 reporter, GFP fluorescence, 18 h; TGF-beta stimulated, 500 pg/mL final | Potency, µM (top dose mostly 46.1 µM), without a hit: top-dose activity, negative = inhibition, most hits filed as inhibitors | actives 1.2% (n = 410,000) | AID 588855; note: potency is the fitted concentration of half-maximal effect; % is set by controls: 0 for no effect and ±100 for the full control effect; nearly all actives have a fitted effect of over 65% in size
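GFP signal (ex488/em500-530) from TGF-beta-stimulated HEPG2 CAGA-GFP cells, 500 pg/mL final, 18 h at 37 degrees C in DMEM plus 1% FBS, normalized to unstimulated and DMSO-stimulated controls.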
Active calls of the source: *; i = inactive; ? = inconclusive; nt = no result given; [ ] = remark or other dose. Unless noted, calls come from the whole dose curve; as a rule, active = well fitted curve in the direction sought with a large enough effect; inconclusive = small, poorly fitted or top-dose-only effect, or another doubt; inactive = no such curve, though single readings can be large; an effect the other way counts as inactive or inconclusive. These rows are one share of the data; count on the stated rates, not on these rows.

The first 2 records, ahead of the listing:
SMILES | A549 viability | Nrf2 inh | EPAC2 agonist | CCT modulator | Mm-Cpn inhibitor | EPAC2 antag | Nrf2 activator | pAkt inh | TGFb inhibitor
COc1cc2c(cc1OC)C(NC(=O)c1ccc(C)cc1)CC2=O (stereo not drawn) | 0% | -7% | 8% | 0.7 | -3% | 1% | -0.4% | i | 21%
COc1cccc(C(=O)O/N=C(\N)c2ccccn2)c1 | -6% | ? | 1% | 1.0 | 0% | 6% | -0.9% | i | -8%

Main list, repeating the preview:
SMILES | A549 viability | Nrf2 inh | EPAC2 agonist | CCT modulator | Mm-Cpn inhibitor | EPAC2 antag | Nrf2 activator | pAkt inh | TGFb inhibitor
COc1cc2c(cc1OC)C(NC(=O)c1ccc(C)cc1)CC2=O (stereo not drawn) | 0% | -7% | 8% | 0.7 | -3% | 1% | -0.4% | i | 21%
COc1cccc(C(=O)O/N=C(\N)c2ccccn2)c1 | -6% | ? | 1% | 1.0 | 0% | 6% | -0.9% | i | -8%
O=C(COc1ccccc1)NCCSCc1ccc(Cl)cc1 | 9% | -14% | 8% | -1.9 | 3% | -3% | 0.8% | i | -7%
Cc1noc(C)c1NC(=O)Nc1ccc2c(c1)C(=O)N([C@H](C)CO)C[C@@H](C)[C@@H](CN(C)S(=O)(=O)c1cn(C)cn1)OCCCC[C@H](C)O2 | nt | nt | 2% | 0.0 | nt | 6% | 0.1% | i | -2%
CCOC(=O)N1CCN(C(=O)CNC(=O)c2nn(-c3ccc(OC)cc3OC)c(=O)c3ccccc23)CC1 | -10% | 2% | 4% | -0.2 | 0% | 2% | 0.2% | i | 16%
CCN1C(=C(C#N)C#N)C=Cc2cc(C)ccc21 | 0% | 0% | -6% | -21 | -2% | -8% | 0.4% | i | -6%
CC1(C)C=Cc2c(c3ccccc3[nH]c2=O)O1 | -1% | nt | -1% | -1.1 | 3% | 0% | 3.5% | i | -2%
COCC(C)N1CCC(Oc2ccc(C(=O)NCc3ccccn3)cc2)CC1 (stereo not drawn) | 7% | 3% | 13% | -1.5 | 0% | -3% | -0.2% | i | -12%
CCCOC(=O)c1c(NC(=O)c2cc3nc(-c4ccc(OC)cc4)cc(C(F)(F)F)n3n2)sc2c1CCCC2 | 7% | 9% | nt | nt | nt | nt | -0.4% | nt | 2%
CCOC(=O)C1=C(C)Nc2nc(SCC)nn2C1c1ccc(OC)cc1 (stereo not drawn) | 3% | 10% | -10% | -0.3 | -3% | -2% | 0.2% | i | 11%
COc1cc(C2=NOC(C(=O)Nc3c(C)n(C)n(-c4ccccc4)c3=O)C2)cc(OC)c1OC (stereo not drawn) | 2% | 1% | 10% | -7.2 | 1% | 13% | -0.7% | i | -22%
CN(CC(=O)O/N=C(\N)c1ccccn1)S(=O)(=O)c1ccccc1 | 2% | nt | -8% | -2.0 | 1% | 5% | 0.6% | i | 1%
O=C1N=c2ccccc2=C1c1sc(=S)n(Cc2ccccc2Cl)c1O | -10% | -13% | 3% | -0.7 | 0% | -18% | 0.2% | i | -15%
CC(C)=CCN1CCN(Cc2cnc(C)s2)CC1CCO (stereo not drawn) | 19% | 2% | 15% | -2.9 | -7% | 0% | 0.0% | i | 6%
COc1ccc2c(c1[N+](=O)[O-])CCC/C2=N/OC(=O)c1cccc2ccccc12 | -6% | nt | -6% | -1.0 | 0% | -6% | 0.0% | i | -2%
COc1ccc(-c2noc(CCCOc3ccccc3)n2)cc1OC | 16% | nt | 27% | 1.0 | -2% | -5% | 0.2% | i | -6%
COc1ccc(/C=N/NC(=S)Nc2ccccc2)cc1COc1ccc(F)cc1F | 3% | -2% | 9% | -0.1 | -6% | -8% | 3.5% | i | 3%
C=C1CCN([C@@H](CC(C)C)C(=O)NCc2cc(OC)c(OC)c(OC)c2)S(=O)(=O)c2ccccc21 | -4% | -1% | 8% | -2.3 | nt | 7% | 0.5% | i | -15%
CC1CC(=NNC(=O)C2COc3ccccc3O2)CC(C)(C)C1 (stereo not drawn) | -3% | 8% | 3% | 0.1 | 0% | -1% | 0.2% | i | -4%
O=C(/C=C/c1ccc([N+](=O)[O-])cc1)N1CCN(S(=O)(=O)c2cccs2)CC1 | ? | 1% | 3% | 1.5 | -10% | 5% | -1.0% | i | -1%
Cn1c(N)c(C(=O)Nc2cccc(Cl)c2)c(=O)n(C)c1=O | -1% | 16% | 10% | 1.7 | 1% | -2% | 25% | i | 0%
CN(Cc1ccc(F)cc1)C(=O)c1cccc(S(=O)(=O)N2CCN(c3ccc(F)cc3)CC2)c1 | -16% | 18µM* | 11% | -2.7 | 1% | -2% | 0.5% | i | ?
CCOC(=O)c1c(NC(=O)C(C)N2CCN(C(=O)c3ccco3)CC2)sc2c1CCCC2 (stereo not drawn) | -9% | ? | 1% | 0.0 | -4% | -17% | 0.2% | i | ?
N#C/C(=C/c1ccccc1)c1nn(CCO)c(N)c1C#N | 2% | 10% | -4% | -1.8 | 2% | 5% | 14% | i | 1%
CCOC(=O)CSc1ncnc2c1cnn2-c1ccc(C)cc1 | -1% | 13% | -7% | 0.9 | -3% | 4% | -0.1% | i | 5%
Cc1cccc(C)c1NC(=S)NC(=O)c1ccc(Br)o1 | 0% | -5% | 13% | -3.0 | -5% | -30% | 3.6% | i | -9%
Cc1ccc2cc([N+](=O)[O-])ccc2n1 | 1% | -11% | 2% | 0.2 | 2% | -2% | -0.3% | i | 27%
CC(C)C1=NN(C(=O)c2cccnc2)C(O)(C(F)(F)F)C1 (stereo not drawn) | -3% | 9% | 6% | 0.2 | -3% | 8% | -0.8% | i | 15%
Cc1ccc(NC(=O)CSc2nc3cc(C(=O)NCC4CCCO4)ccc3c(=O)n2CC2CCCO2)cc1 (stereo not drawn) | nt | nt | -6% | -0.1 | nt | ? | 0.1% | i | 10%
O=C(CNS(=O)(=O)c1ccccc1)N/N=C/c1ccc(O)cc1 | -5% | 11% | 2% | -0.1 | -2% | -3% | 0.5% | i | 10%

Ordered by value in CCT modulator (highest first): five of the compounds above
SMILES	CCT modulator
COc1ccc(-c2noc(CCCOc3ccccc3)n2)cc1OC	1.0
Cc1ccc2cc([N+](=O)[O-])ccc2n1	0.2
Cc1noc(C)c1NC(=O)Nc1ccc2c(c1)C(=O)N([C@H](C)CO)C[C@@H](C)[C@@H](CN(C)S(=O)(=O)c1cn(C)cn1)OCCCC[C@H](C)O2	0.0
O=C1N=c2ccccc2=C1c1sc(=S)n(Cc2ccccc2Cl)c1O	-0.7
O=C(COc1ccccc1)NCCSCc1ccc(Cl)cc1	-1.9

Next section.
SMILES | A549 viability | Nrf2 inh | EPAC2 agonist | CCT modulator | Mm-Cpn inhibitor | EPAC2 antag | Nrf2 activator | pAkt inh | TGFb inhibitor
O=C(OCC(=O)N1CCOCC1)c1ccccc1Cc1ccccc1 | -12% | ? | 3% | -1.1 | 0% | 2% | 0.4% | i | -2%
COc1ccc(Cl)cc1C(=O)Nc1ccc(CN2CCCCC2)cc1 | 4% | -2% | 13% | -2.0 | ? | 0% | 2.9% | i | -7%
CC(C)c1cccc(-c2ccc3c(c2)S(=O)(=O)c2cccc(C(=O)NCc4ccccc4Cl)c2C3=O)c1 | 5% | -17% | -1% | -0.2 | -1% | -21% | 0.9% | i | -14%
Clc1ccc(Cl)c2sc(N3CCOCC3)nc12 | -4% | 13% | -2% | -2.6 | nt | -1% | 4.7% | i | 14%
Cc1[nH]c2ccccc2c1Cc1nnc(SCC(N)=O)o1 | -1% | 10% | 3% | -1.0 | 3% | -1% | -0.5% | i | ?
CCN(Cc1ccncc1)C(=O)c1ccc(Br)o1 | 5% | -2% | 4% | 1.3 | -1% | 10% | -0.7% | i | 2%
CC(C)c1ccc(/C=N/NC(=O)CC(=O)NCc2ccccc2)cc1 | 2% | 2% | -1% | 0.5 | 1% | 7% | 3.3% | i | 5%
COc1ccc(S(=O)(=O)N2CCc3ccccc32)cc1C(=O)Nc1ccc(NC(C)=O)cc1 | -1% | -9% | -1% | -2.8 | -6% | 5% | -0.1% | i | ?
COc1ccc(N(C)S(=O)(=O)c2ccc(Cl)c(C(=O)NCC(C)(C)N3CCOCC3)c2)cc1 | 1% | ? | 9% | -0.4 | 0% | 22% | 2.4% | i | -7%
Cc1ccccc1CNC(=O)c1ccc(Cn2c(SCc3ccccc3)nc3cccnc32)cc1 | ? | ? | nt | nt | nt | nt | 2.8% | nt | -19%
Cc1ccc(Cn2ccc(NC(=O)c3cc(CC(C)C)on3)n2)cc1 | -11% | -14% | 5% | 0.5 | 1% | -17% | 0.6% | i | 12%
C[C@@H]1CNC(=O)c2c(C(=O)NCC(=O)OC(C)(C)C)ncn21 | nt | nt | 2% | -0.5 | nt | 9% | -0.8% | i | 23%
O=C(Nc1cccc(S(=O)(=O)N2CCOCC2)c1)c1ccccn1 | 20% | 20% | 11% | -1.6 | 1% | -1% | -0.2% | i | 0%
Cc1nonc1C(=O)N/N=C/c1cccc(O)c1 | 7% | -9% | 11% | 0.8 | 1% | -2% | 1.4% | i | -16%
Cn1c(SCC(=O)N2CCCC2)nc2ccccc2c1=O | -5% | nt | 7% | -1.5 | 1% | 1% | 0.3% | i | 45%[activator]
COCc1cccc(-c2csc(C(C)(O)c3ccc(OC)cc3)n2)c1 (stereo not drawn) | nt | nt | 16% | -0.4 | nt | -14% | 3.8% | i | 3%
COC(=O)N/N=C/c1cccs1 | 8% | 5% | 7% | -0.7 | 3% | 6% | -0.7% | i | -5%
CC(C)C[C@@H](CNCC(=O)[C@H](C)NC(=O)c1[nH]cnc1C(=O)N[C@@H](C)CN)NC(=O)c1nc[nH]c1C(=O)N[C@@H](CC(=O)O)C(=O)O | -3% | 8% | 0% | 0.0 | nt | 16% | -1.0% | i | -3%
CC(=O)c1cn(C(=O)c2ccc(Cl)cc2)c2ccccc12 | 11% | 1% | 3% | 1.0 | 0% | -22% | 0.0% | i | 0%
